# High-throughput results from PubChem.
# SIRT5 inh: inhibitors of human sirtuin-5 desuccinylase; Q9NXA8; Purified SirT5, succinyl-peptide AMC, trypsin-coupled fluorescence; inhibition, % at 15 µM; 1.1% of 330,000 active; AID 652115; in the data active = inhibition above about 15%; inconclusive = no clear call, values can overlap the other calls
# Target sequence (Q9NXA8 whole entry, looked up): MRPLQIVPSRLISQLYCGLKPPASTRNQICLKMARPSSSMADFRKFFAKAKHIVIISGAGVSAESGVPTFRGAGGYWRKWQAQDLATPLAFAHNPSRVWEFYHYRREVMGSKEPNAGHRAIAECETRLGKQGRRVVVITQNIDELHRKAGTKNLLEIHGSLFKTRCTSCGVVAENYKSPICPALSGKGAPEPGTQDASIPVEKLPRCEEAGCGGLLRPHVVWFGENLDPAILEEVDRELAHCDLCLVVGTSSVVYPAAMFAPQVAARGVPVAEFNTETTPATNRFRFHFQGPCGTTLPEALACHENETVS
# LGR2 inh: Drosophila LGR2 receptor signaling inhibition; HEK293 LGR2, CRE-luciferase, bursicon-stimulated, 4 h; 0.35% of 380,000 active; inhibition, % at 9.99 µM;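 active = drop in luminescence signal, shown as inhibition above about 50% in the replicate tests, limit read from the data, passing the limit was not always enough; inconclusive = probably only some replicates passing the limit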;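 note: agonist challenge used bursicon conditioned medium at about half maximal strength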
# PAX8 reporter: PAX8 transcriptional activity inhibition | RMG-I TPO-luciferase reporter, SteadyGlo, 24 h | inhibition, % at 12.6 µM | 1.2% of 360,000 active | AID 652154;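 active = mean replicate inhibition at least 60% with every replicate also reaching 60%; inconclusive = only one of the two criteria is met; inactive = mean below 60% and not all replicates reaching 60%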;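 note: luciferase light reporting Pax8 driven TPO promoter activity; plate controls were median of neutral control wells for no effect and mitoxantrone controls for full effect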
# DENV2 CPE rescue: inhibitors of DENV2 cytopathic effect; 1.7% of 350,000 active; CPE inhibition, % at 9.99 µM; DENV2-infected cells, cytopathic effect rescue, plate reader; in the data active = CPE inhibition above about 20%, passing the limit was not always enough; inconclusive = no clear call, values can overlap the other calls; tested in BHK-21 cells;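 note: 0% = median of neutral control wells and 100% = median of positive control wells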
# EWS-Fli block: inhibitors of EWS/Fli oncoprotein transcriptional activity; A673 NR0B1-luciferase reporter, viability-normalised; inhibition, % at 12.6 µM; 0.67% of 350,000 active; AID 651661;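 active = mean inhibition of at least 50% after viability correction, with every replicate also passing that limit; inconclusive = mean reaches 50% but only one of two replicates passes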;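 note: firefly luciferase signal divided by Alamar Blue viability fluorescence both relative to DMSO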
# Casp6 inh: blocks human caspase-6 cleavage activity; 0.53% of 350,000 active; inhibition, % at 12.5 µM; purified caspase-6, Z-VEID-R110 cleavage fluorescence; P55212;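 active = mean inhibition across replicates at least about 35%, with every replicate also reaching that limit, limit read from the data; inconclusive = only one of the two criteria met; inactive = neither criterion met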;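 note: 0% = median of neutral control wells and 100% = no fluorescence left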
# Target sequence (P55212 24-179 limits assumed): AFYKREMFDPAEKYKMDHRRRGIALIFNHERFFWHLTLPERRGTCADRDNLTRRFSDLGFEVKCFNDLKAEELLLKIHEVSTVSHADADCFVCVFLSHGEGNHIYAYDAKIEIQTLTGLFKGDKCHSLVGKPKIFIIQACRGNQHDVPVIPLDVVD
# Target sequence (P55212 194-293 limits assumed): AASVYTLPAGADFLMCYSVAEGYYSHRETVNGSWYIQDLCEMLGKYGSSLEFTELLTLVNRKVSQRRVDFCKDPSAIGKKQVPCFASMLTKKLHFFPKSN
# ARNT TACC3 PPI: disruptors of human ARNT/TACC3 interaction; 0.66% of 390,000 active; AID 623870; inhibition, % at 9.99 µM; AlphaScreen His-ARNT PAS-B/GST-TACC3 binding, luminescence; TACC3 fragment carries E629A point mutation; Q9Y6A5;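 active = mean inhibition of replicates at least 50% and at least half of replicates each reaching 50%; inconclusive = half or more replicates reach 50% but mean below 50%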;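 note: 0% = complete ARNT plus TACC3 wells and 100% = ARNT alone without TACC3; many hits fall short of the cut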
# Numbers without * were called inactive; ? = inconclusive; . = not tested or not shown.
Compound	SIRT5 inh	LGR2 inh	PAX8 reporter	DENV2 CPE rescue	EWS-Fli block	Casp6 inh	ARNT TACC3 PPI
COc1ccc(N2CC(C(=O)NCc3ccco3)CC2=O)cc1 (configuration not stated)	-3.6	24.3	-16.8	0.5	2.9	5.6	1.7
COc1ncccc1-c1ccc2nncn2c1	-2.7	-18.2	-19.3	-0.1	-4.6	-0.1	.
O=C(NCc1ccccc1)c1cc(C2CCCN(C(=O)CCc3ccccc3)C2)on1 (configuration not stated)	-0.3	5.8	-1.6	-6.5	-2.1	3.1	.
CCc1ccc(-c2nn(-c3ccccc3C)cc2C(=O)N2CCN(C3CCS(=O)(=O)C3)CC2)cc1 (configuration not stated)	-0.4	-2.0	-0.2	-6.1	2.4	-2.7	1.3
CN(Cc1cccc2ccccc12)C(=O)c1cc(COc2c(F)cccc2F)on1	-3.9	13.4	-2.7	2.2	-1.7	-0.5	-2.8
C[C@H](CO)N1C[C@H](C)[C@@H](CN(C)Cc2ccc(C(=O)O)cc2)Oc2c(NC(=O)C3CCCCC3)cccc2C1=O	-4.6	20.0	.	9.7	-6.5	-0.1	10.0
Cn1c(=O)[nH]c(=O)c2c1nc(SCC(=O)O)n2CCCc1ccccc1	2.7	2.2	-1.6	1.7	-8.4	0.3	-12.6
O=C(OCc1c(-c2ccccc2)ncc2ccccc12)c1cccs1	0.5	-35.7	-18.8	-3.5	-4.0	1.1	3.6
CCOc1ccc(CCNC(=O)COC(=O)c2nccnc2N)cc1OCC	0.4	-12.8	-0.5	7.9	0.0	2.0	1.9
COc1ccc(CN(C)C[C@@H]2Oc3ccc(NS(=O)(=O)c4ccc(OC)cc4)cc3C(=O)N([C@@H](C)CO)C[C@@H]2C)cc1	3.0	-3.0	.	-6.3	-3.8	.	-16.5
O=c1cc(-c2ccc(O)cc2)oc2cc(O)c(C3OC(CO)C(O)C(O)C3O)c(O)c12 (configuration not stated)	.	.	.	?	-10.0	37.1*	6.4
C[C@@H]1CN([C@H](C)CO)C(=O)c2cc(Br)cnc2O[C@@H]1CN(C)C(=O)c1ccccc1F	-40.4	0.3	.	-5.8	-2.9	0.1	-16.9
CCC(NC(=O)COc1cc2c(c3oc(=O)c(C)c(C)c13)CCC(C)(C)O2)C(=O)O (configuration not stated)	-73.4	6.0	2.5	0.4	-2.8	6.8	1.9
CN(C[C@H]1[C@H](c2ccccc2)[C@@H](CO)N1C(=O)C1CCC1)C(=O)c1ccccn1	15.7*	-0.4	-14.4	9.6	8.6	-1.4	2.6
O=C(N/N=C/c1cccc(O)c1)c1cc(-c2ccc3c(c2)OCO3)n[nH]1	0.9	-3.2	-4.6	-4.7	16.4	1.6	.
COc1ccccc1NS(=O)(=O)c1cc([N+](=O)[O-])ccc1N/N=C/c1sc(N2CCOCC2)nc1-c1ccccc1	3.6	12.0	-7.2	3.1	-11.7	1.5	-0.5
CC1CCCC(NC(=O)COC(=O)Cc2c[nH]c3ccccc23)C1C (configuration not stated)	-4.0	1.9	3.0	-3.5	7.3	-2.0	1.4
C=CCn1c(=O)c2ccccc2n2c(SCC(=O)N(C)C)nnc12	-1.9	2.6	5.3	-1.2	4.7	-0.2	1.1
CCCN(CCC)Cc1cc(=O)oc2cc(C)cc(C)c12	-1.4	-3.1	-7.1	10.2	-3.3	-0.2	.
C[C@@H]1CN([C@@H](C)CO)C(=O)Cc2cc(NS(C)(=O)=O)ccc2O[C@H]1CN(C)Cc1ccccc1	6.5	-4.2	-21.2	5.0	-4.2	-1.6	-0.6
CCOC(=O)C1=CC[C@@H](c2ccccc2Cl)N(S(=O)(=O)c2ccc(C)cc2)[C@H]1C(=O)OCC	.	11.5	9.8	-9.3	9.0	-0.8	0.2
CC(NS(=O)(=O)c1ccccc1)C(=O)NC1CCCC1 (configuration not stated)	-4.7	-1.1	9.5	-5.0	.	6.8	-27.2
Cn1c(=O)c2cc(NC(=S)NCc3ccccc3F)ccc2n1Cc1ccc(F)cc1	.	-17.1	7.7	5.0	11.6	-2.8	.
COc1cccc(C(=O)Nc2ccc3c(c2)C(=O)N(C)C[C@H](OC)[C@@H](C)CN(C)[C@@H](C)CO3)c1	8.4	4.2	.	?	-10.4	.	-0.6

# Next part, starting with the last 3 of the part before.
Compound	SIRT5 inh	LGR2 inh	PAX8 reporter	DENV2 CPE rescue	EWS-Fli block	Casp6 inh	ARNT TACC3 PPI
CC(NS(=O)(=O)c1ccccc1)C(=O)NC1CCCC1 (configuration not stated)	-4.7	-1.1	9.5	-5.0	.	6.8	-27.2
Cn1c(=O)c2cc(NC(=S)NCc3ccccc3F)ccc2n1Cc1ccc(F)cc1	.	-17.1	7.7	5.0	11.6	-2.8	.
COc1cccc(C(=O)Nc2ccc3c(c2)C(=O)N(C)C[C@H](OC)[C@@H](C)CN(C)[C@@H](C)CO3)c1	8.4	4.2	.	?	-10.4	.	-0.6
COc1ccc(F)cc1S(=O)(=O)NCc1ccccc1	.	-14.1	8.4	.	.	.	-4.4
CCS(=O)(=O)N1N=C(c2cccc(NS(C)(=O)=O)c2)CC1c1ccccc1 (configuration not stated)	-4.0	2.6	-0.9	-2.2	-4.1	4.1	0.9
CCc1nnc(NC(=O)CSc2nnc(Cc3cccn3C)n2C)s1	0.4	-7.8	5.5	3.8	-1.4	0.2	5.7
COc1ccc(C#Cc2ccc3c(c2)[C@@H]2[C@@H](CCN2C(C)=O)[C@@H](CO)N3)cc1	.	5.6	-18.8	.	-11.9	.	-8.1
CCOc1ccc(NC(=O)C2CC(=O)N(c3ccccc3F)C2)cc1 (configuration not stated)	0.4	8.7	17.2	-3.5	4.2	-1.7	-5.1
C=CCSc1nc2sc3c(c2c(=O)[nH]1)CC(C)(C)OC3	-1.5	1.6	9.2	-0.8	6.2	2.2	4.4
Cc1ccc(S(=O)(=O)N(C)C[C@@H]2Oc3ccc(N(C)C)cc3CC(=O)N([C@H](C)CO)C[C@@H]2C)cc1	5.0	3.9	-0.6	-2.6	-19.7	0.7	-0.8
O=C(CS(=O)(=O)c1cn(CC(=O)N2CCCC2)c2ccccc12)Nc1ccccc1F	-3.7	-8.5	3.0	?	0.8	-0.5	-2.3
Cc1nn(Cc2noc(C(=O)NCc3ccc4c(c3)OCO4)n2)c(C)c1Br	-0.7	17.6	4.5	1.9	9.3	-1.6	-2.4
c1ccc(Oc2ccc(-c3cc(NCCc4cccnc4)n4nccc4n3)cc2)cc1	.	-1.1	-12.0	-3.4	-15.1	-2.6	.
CNc1cncc(-c2cccc(C(=O)N3CCOCC3)c2)n1	-28.7	8.9	-41.4	13.8	1.2	-2.1	.
O=C(/C=C/c1cccc(F)c1)OCC(=O)N1CCCC1	-4.8	-11.7	-4.0	7.7	3.6	0.0	1.5
CC(C)CCN1CCN(Cc2cccc(-n3cccn3)c2)CC1CCO (configuration not stated)	-0.9	-7.7	3.8	9.2	2.4	-0.2	-2.4
CCCCn1nnnc1C(c1cc2ccccc2o1)N1CCN(c2ccccc2F)CC1 (configuration not stated)	-5.1	23.5	-9.4	-8.6	-1.5	1.4	.
Cc1ccc(-c2cc(C(=O)O)c3cc(Br)ccc3n2)o1	2.1	.	9.8	-3.8	-3.9	26.3	3.9
CC1CCCCC1NC(=O)/C=C/c1nc2ccccc2s1 (configuration not stated)	0.9	-29.1	-34.0	.	-53.5	-3.2	-3.1
C[C@H]1CN([C@@H](C)CO)C(=O)CCCn2cc(nn2)CO[C@H]1CN(C)C(=O)Nc1ccc(-c2cccs2)cc1	-0.9	-4.2	23.8	13.7	8.3	2.9	-1.1
O=C(/C=C/c1ccccc1)N1c2ccccc2Sc2ccc(C(F)(F)F)cc21	.	-9.5	-3.9	.	17.7	.	-6.7
CSc1cccc(NC(=O)N2CCCC(CNS(=O)(=O)Cc3ccccc3)C2)c1 (configuration not stated)	-4.1	-47.4	-10.0	5.3	-7.1	5.5	-5.5
CCN(CC)C(=O)C1=C(C)N(Cc2ccccc2)C(=O)C(CC(=O)NCc2cccs2)C1 (configuration not stated)	.	3.1	3.6	5.8	0.9	-0.7	.
C[C@@H]1CCCCO[C@@H](CN(C)C(=O)Nc2ccc(C(F)(F)F)cc2)[C@H](C)CN([C@H](C)CO)C(=O)c2cc(NC(=O)Nc3cccc4ccccc34)ccc2O1	1.4	17.5	16.0	.	-5.1	-1.5	2.0
O=C(Cc1ccc(S(=O)(=O)N2CCCCC2)s1)Nc1cccc2ccccc12	.	-20.3	16.7	.	.	.	0.4
Cc1cccc(C(C)C)c1NC(=O)CN(C)Cc1cccc(F)c1	-2.8	.	5.3	-1.2	12.1	-5.8	-3.6
CCN(c1ccc(OC)cc1)S(=O)(=O)c1nnc(NC(=O)C2CCCCC2)s1	0.7	12.7	12.1	1.0	8.0	-3.3	-28.0
Cc1nc(C/C(=N\Nc2ccccc2)c2ccc(O)cc2O)cs1	0.8	9.3	18.1	.	-2.3	.	-2.4
Cc1ccnc(SCc2cc(=O)c(OC(=O)c3ccccc3)co2)n1	-13.5	-10.6	-0.6	9.2	7.7	8.5	-1.3
CC(C)Oc1ccc(C(=O)NC2(C(F)(F)F)N=C3SCCN3C2=O)cc1 (configuration not stated)	1.7	8.2	.	.	.	3.8	-1.7
O=C(N[C@@H](Cc1cccnc1)C(=O)N1CCC[C@H]1C(=O)NCc1ccccc1)c1ccccc1	-5.7	7.1	1.8	3.2	5.3	-0.6	.
O=C(Cn1cnc2c(nnn2Cc2ccccc2)c1=O)NCc1ccco1	2.3	-2.1	6.4	?	5.1	0.9	-2.7
N#CC(=C=[N-])c1nc2ccccc2nc1-[n+]1cccc(NC(=O)c2cccs2)c1	-5.7	12.0	-11.6	-4.3	-3.0	6.3	-23.3
Cc1cccc(-c2oc3ccccc3c2-c2ccc3c(c2)OCO3)c1	-6.0	-2.3	5.8	.	-6.0	7.5	-2.8
CC1CCc2sc(C(=O)NC3CCN(Cc4ccccc4)CC3)cc2C1 (configuration not stated)	-5.0	.	16.4	?	2.6	0.1	1.3
CSC(=Nc1cccc(C)c1)NC#N	-2.9	2.2	-8.7	3.6	8.8	-1.1	-5.5
Cc1nnc(SCC(=O)c2ccc(Br)cc2)s1	-1.0	-23.3	-4.3	2.8	-6.7	.	-4.8
Clc1ccc(/C=N/Nc2nnc(Cl)c3ccccc23)cc1	-0.2	4.3	.	.	-81.6	15.3	-6.8
CC(=O)N(C)C[C@H]1[C@H](c2ccc(-c3ccccc3F)cc2)[C@@H](CO)N1C(C)=O	-1.1	-14.5	5.8	31.7*	5.7	0.5	-4.0
COc1ccc(Cl)cc1NC(=O)CCS(=O)(=O)c1ccc(C)cc1	2.6	7.6	30.2	-9.6	3.5	-0.3	2.6
COc1cccc(CC(=O)OCC(=O)N(C)CC(=O)Nc2ccc(F)cc2)c1	-0.2	5.0	.	7.2	2.3	-0.5	-0.2
Cc1ccc(C(=O)N2CCCCCC2)cc1S(=O)(=O)N1CCOCC1	-5.8	11.7	6.0	-9.2	-2.0	0.2	2.7
COc1ccc(-n2c(O)c(/C=N/NS(=O)(=O)c3cc(C)ccc3C)c3ccccc3c2=O)cc1OC	.	-1.5	11.3	.	.	.	2.3
COc1ccccc1-c1nnc(NC(=O)CCS(=O)(=O)c2ccccc2)o1	-3.5	8.5	15.7	-2.2	-6.1	-1.4	42.9
Cc1cc(C)nc(/N=C(\N)Nc2ccccc2-c2ccccc2)n1	-2.0	10.2	10.6	-5.8	4.5	-1.0	-2.9
CNC(=O)CSc1nc2ccccc2c(=O)n1-c1cc(OC)ccc1OC	-7.3	3.5	2.0	-4.4	13.9	2.4	4.5
COc1ccc(OC)c(NC(=O)C(=O)NNC(=O)C23CC4CC(CC(C4)C2)C3)c1	1.4	11.6	5.8	7.1	7.8	-4.0	5.5
